Ub-GFP proteasome – ubiquitin-GFP accumulation via proteasome inhibition; Ubiquitin-GFP reporter cells, proteasome inhibition, GFP fluorescence; response scale: untreated = 0%, 10 µM MG-132 = 100%; Potency, µM (series often up to 45.9 µM), for the others: at the top dose activation (GFP accumulation), hits mostly activators; 67,000 tested, under 10 active; AID 526; active = well fitted activation curve with a large enough effect, not every such curve was filed as active; inconclusive = small, poorly fitted or top-dose-only effect, or another doubt; inactive = no such curve, though single readings can be large or run the other way; note: potency is the fitted concentration of half-maximal effect
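Proteasome block read as GFP accumulation: ubiquitin(G76V)-GFP U2OS cells exposed to compound (2.9 nM–46 uM) for 4 hr at 37 C. Normalization used untreated cells as 0% and 10 uM MG-132 as 100%; concentration-response curves fitted.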
HBB splicing – hemoglobin beta splicing modulation; HBB splicing reporter cell assay, activation; EGFP reporter with mutant IVS2-654 intron; response scale: normalised to 500 nM splice-correcting PNA; Potency, µM (series often up to 46.1 µM), for inactives: at the top dose activation, most hits filed as activators; 0.06% of 65,000 active; note: potency is the fitted concentration of half-maximal effect; 0% is about no effect
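HeLa cells stably expressing EGFP interrupted by mutant beta-globin intron 2 (IVS2-654), 500/well in 2% FCS. Treated with compound for 2 days at 37C. Splicing correction scored as total well GFP intensity (488 nm excitation, 500-520 nm emission); 500 nM antisense PNA served as control.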
CRE-bla Fsk – alters forskolin-stimulated CRE reporter signaling in CHO cells | CHO CRE-bla reporter (cAMP response element driving beta-lactamase), forskolin EC10, beta-lactamase ratio | Potency, µM (doses to about 38.2 µM), without a hit: at the top dose activity change, negative = inhibition, hits mostly activators | 2.5% of 71,000 active; active = well fitted activation curve with a large enough effect in the signal ratio, with a control signal flat, not every such curve was filed as active; inconclusive = small, poorly fitted or top-dose-only effect, or effect the other way, or a change in a side signal; the % refers to the signal ratio; note: potency is the fitted concentration of half-maximal effect; % of control where 0% means no effect
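Modulation of forskolin signalling: compounds in titration series added with EC10 NKH 477 to CHO cells carrying a CRE-driven beta-lactamase reporter, 3 h, 37C. CCF4 FRET ratio (460/530 nm, ex 405 nm) gives %activity and AC50.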
BRCT PPI red – disrupts BRCA1 BRCT binding to phosphoprotein, red fluorophore readout. 0.03% of 75,000 active. BRCT-phosphopeptide binding, red fluorescence polarization. Potency, µM (series often up to 76.9 µM), without a hit: at the top dose activity change, negative = inhibition, usual class: inhibitors. P38398; note: % is set by controls: 0 for no effect and ±100 for the full control effect
Target sequence (P38398 whole entry, looked up): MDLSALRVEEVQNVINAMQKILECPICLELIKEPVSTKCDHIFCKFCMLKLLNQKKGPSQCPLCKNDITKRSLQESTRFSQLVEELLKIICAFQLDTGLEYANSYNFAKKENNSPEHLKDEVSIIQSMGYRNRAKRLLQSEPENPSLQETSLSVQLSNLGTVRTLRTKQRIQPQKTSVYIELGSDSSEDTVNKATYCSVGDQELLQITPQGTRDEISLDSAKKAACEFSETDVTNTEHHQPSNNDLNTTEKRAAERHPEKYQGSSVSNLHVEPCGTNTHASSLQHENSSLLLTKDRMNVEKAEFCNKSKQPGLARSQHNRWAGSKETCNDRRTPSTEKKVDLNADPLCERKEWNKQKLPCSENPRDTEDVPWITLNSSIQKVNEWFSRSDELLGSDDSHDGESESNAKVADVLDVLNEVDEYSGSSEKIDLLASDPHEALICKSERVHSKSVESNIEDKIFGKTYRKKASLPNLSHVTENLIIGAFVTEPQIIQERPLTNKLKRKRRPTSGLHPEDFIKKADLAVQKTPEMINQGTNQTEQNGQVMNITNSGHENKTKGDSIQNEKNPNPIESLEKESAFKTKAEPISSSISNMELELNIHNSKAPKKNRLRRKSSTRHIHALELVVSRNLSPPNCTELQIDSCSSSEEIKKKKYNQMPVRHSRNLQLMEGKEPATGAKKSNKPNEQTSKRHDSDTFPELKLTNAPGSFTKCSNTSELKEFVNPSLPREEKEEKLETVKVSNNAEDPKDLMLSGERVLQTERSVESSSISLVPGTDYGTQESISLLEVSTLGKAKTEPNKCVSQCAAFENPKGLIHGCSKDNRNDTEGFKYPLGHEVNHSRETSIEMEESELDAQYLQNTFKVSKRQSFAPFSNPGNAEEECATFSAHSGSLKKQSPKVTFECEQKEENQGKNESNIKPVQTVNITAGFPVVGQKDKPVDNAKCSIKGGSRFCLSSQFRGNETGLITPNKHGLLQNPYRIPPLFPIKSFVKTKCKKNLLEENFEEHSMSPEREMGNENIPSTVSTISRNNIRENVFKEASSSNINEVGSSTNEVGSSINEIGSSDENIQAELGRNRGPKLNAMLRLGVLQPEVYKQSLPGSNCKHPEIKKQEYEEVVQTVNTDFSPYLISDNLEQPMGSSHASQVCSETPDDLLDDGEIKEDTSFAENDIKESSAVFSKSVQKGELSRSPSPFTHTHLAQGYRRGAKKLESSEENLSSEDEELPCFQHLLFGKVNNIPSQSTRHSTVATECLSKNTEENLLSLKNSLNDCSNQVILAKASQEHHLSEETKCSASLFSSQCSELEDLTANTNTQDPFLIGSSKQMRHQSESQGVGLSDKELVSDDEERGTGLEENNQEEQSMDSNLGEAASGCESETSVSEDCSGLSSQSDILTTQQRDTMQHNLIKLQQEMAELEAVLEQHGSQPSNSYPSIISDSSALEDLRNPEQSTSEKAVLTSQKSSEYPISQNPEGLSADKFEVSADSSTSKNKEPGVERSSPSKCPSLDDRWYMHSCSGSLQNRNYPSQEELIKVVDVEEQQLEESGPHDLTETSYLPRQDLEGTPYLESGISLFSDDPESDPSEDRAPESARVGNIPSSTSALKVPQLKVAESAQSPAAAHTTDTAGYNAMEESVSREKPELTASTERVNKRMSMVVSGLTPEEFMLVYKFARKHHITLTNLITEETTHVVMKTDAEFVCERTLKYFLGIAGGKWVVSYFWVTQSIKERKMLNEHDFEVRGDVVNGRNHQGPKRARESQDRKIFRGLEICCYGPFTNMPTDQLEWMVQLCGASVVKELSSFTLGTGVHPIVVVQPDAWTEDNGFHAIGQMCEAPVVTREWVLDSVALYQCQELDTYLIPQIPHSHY
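Rhodamine-labelled pBACH1 10-mer (100 nM) bound to BRCT domain (100 nM) at pH 7.3; compounds incubated 12 min room temperature, polarization read. Free peptide defines full inhibition; unlabelled decapeptide titrated as control.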
15-hLO inh – inhibitors of human 15-lipoxygenase (ALOX15); purified 15hLO-1, xylenol orange hydroperoxide absorbance; Potency, µM (titrated, usually from 57.1 µM), for inactives: at the highest dose activity change, negative = inhibition, hits mostly inhibitors; AID 887; P16050; 1.4% of 74,000 active; note: potency is the fitted concentration of half-maximal effect; % is set by controls: 0 for no effect and ±100 for the full control effect; nearly all actives have a fitted effect of over 55% in size
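Purified human 15hLO-1 (40 nM) in 25 mM Hepes pH 7.5, 0.01% Triton X-100, preincubated 15 min RT with compound, then 50 uM arachidonic acid for 6 min. Hydroperoxide read by ferrous/xylenol orange, 30 min; 573/405 nm absorbance ratio gave progress.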
BRCT inh green – blocks human BRCA1 BRCT binding to phosphopeptide, green readout; 0.05% of 75,000 active; Potency, µM (titrated, usually from 76.9 µM), for the others: at the highest dose activity change, negative = inhibition, hits mostly inhibitors; BRCA1 BRCT-phosphopeptide binding, green fluorescence polarization; AID 875;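 note: potency is the fitted concentration of half-maximal effect; plate controls were peptide without protein for full effect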
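Fluorescence polarization: His-tagged BRCT (~35 kDa BRCA1 C-terminus, 250 nM) bound to 100 nM fluorescein-labeled phosphorylated 10-aa BACH1 peptide, pH 7.3 phosphate buffer with DTT and Tween 20. Compounds incubated 12 min at room temperature; inhibition read as lowered polarization.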
Hsp90 Hop PPI – changes Hsp90-Hop TPR2A binding signal, up or down | AlphaScreen TPR2A-His6 binding biotin-Hsp90 C-terminal peptide | Potency, µM (doses to about 57 µM), for the others: top-dose activity change, negative = inhibition | 0.44% of 71,000 active; active = well fitted curve in either direction with a large enough effect; inconclusive = small, poorly fitted or top-dose-only effect, or another doubt; note: potency is the fitted concentration of half-maximal effect; % is set by controls: 0 for no effect and ±100 for the full control effect; many of its hits are not listed in these tables
USP2a inh – USP2a (human) protease inhibition. O75604. USP2a enzymatic assay, qHTS inhibition. Potency, µM (series often up to 38.3 µM), without a hit: at the top dose activity change, negative = inhibition, hits mostly inhibitors. 0.1% of 60,000 active. AID 927;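 note: potency is the fitted concentration of half-maximal effect; nearly all actives have a fitted effect of over 60% in size; plate controls were DMSO for no effect and NEM full inhibition control for full effect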
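20 nM USP2 core + cpd, 30 min RT; add 20 nM Ub-PLA2/20 uM NBD C6-HPC; read Ex460/Em535 at 0 h and 2.5 h. Normalized to NEM; qHTS curve fit/classification.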
HADH2 inhib – blocks human hydroxyacyl-CoA dehydrogenase type II; 3.4% of 73,000 active; AID 886; Q99714; recombinant HADH2, NADH fluorescence, beta-hydroxybutyryl-CoA; Potency, µM (doses to about 57.1 µM), for the others: at the top dose activity change, negative = inhibition, usual class: inhibitors; note: potency is the fitted concentration of half-maximal effect; % is set by controls: 0 for no effect and ±100 for the full control effect; nearly all actives have a fitted effect of over 60% in size; many of its hits are not listed in these tables
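Buffer 100 mM Tris-HCl pH 9.0/0.01% Tween-20; HADH2 20 nM; NAD+ 1 mM; beta-hydroxybutyryl-CoA 90 uM (all final). 15 min cpd preincubation, RT.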
GFP derepression – epigenetic GFP locus derepression in mouse cells; mouse C127i GFP locus derepression, cytometry, 30 h; Potency, µM (highest dose often 46.1 µM), for the others: top-dose GFP derepression (activation); 0.09% of 68,000 active; AID 597; note: % of control where 0% means no effect
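Read-out is the number of GFP-positive cells, scored as fluorescent objects 20 to 120 um wide, reflecting derepression of a silenced CMV-GFP reporter in murine C127i cells after 30 h compound exposure at 37 C.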
DNA Pol III inh – DNA polymerase III holoenzyme inhibition; Potency, µM (series often up to 57.1 µM), for the others: at the top dose activity change, negative = inhibition; reconstituted DNA polymerase III holoenzyme replication, biochemical; 0.25% of 71,000 active; AID 603; note: potency is the fitted concentration of half-maximal effect; % is set by controls: 0 for no effect and ±100 for the full control effect
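Reconstituted *E. coli* holoenzyme (0.35 nM Pol III, 1 nM beta, 154 nM SSB, 2 nM primase) was preincubated with compound for 15 min at RT. Synthesis on 1.4 nM ssM13Gori ran 35 min, then was stopped with PicoGreen/EDTA and read as dsDNA fluorescence.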
Starred values were filed as active, the others as inactive; ? = inconclusive; . = no result given; [ ] = dose if it differs, or a comment. Unless noted, calls come from the whole dose curve; as a rule, active = well fitted curve in the direction sought with a large enough effect; inconclusive = small, poorly fitted or top-dose-only effect, or another doubt; inactive = no such curve, though single readings can be large; an effect the other way counts as inactive or inconclusive. The list is partial; rates above refer to the full screens.

SMILES	Ub-GFP proteasome	HBB splicing	CRE-bla Fsk	BRCT PPI red	15-hLO inh	BRCT inh green	Hsp90 Hop PPI	USP2a inh	HADH2 inhib	GFP derepression	DNA Pol III inh
Cc1nnc(SCc2nnc(-c3ccc(Cl)cc3)o2)n1-c1ccccc1	-6.1%	-1.5%	-9.1%	-2.5%	-2.0%	0.9%	-1.6%	49.8%[activator]	9.4%	-0.1%	-0.4%
CCc1ccc(CCC(=O)Nc2nnc(C)s2)o1	5.5%	-1.9%	?	0.0%	-14.0%	-3.7%	?	-6.3%	13.5%	5.7%	14.1%
Cc1ccc(CNC(=O)c2cc3c(-c4ccc(Cl)cc4)nn(C)c3s2)o1	4.4%	-0.4%	?	0.8%	-24.5%	0.1%	-0.2%[2.3 µM]	.	?	.	-2.4%
CN(C(=O)c1ccccn1)c1nnc(-c2ccccn2)s1	-1.2%	.	1.2%	-0.7%	5.3%	-0.9%	-12.4%	3.0%	.	-4.4%	-3.6%
O=C(NCc1ccccn1)c1ccc(Cl)cc1Cl	-4.5%	0.0%	0.4%	-0.4%	3.7%	-1.5%	-3.4%	1.5%	10.9%	0.0%	-1.8%
O=C(c1cccs1)N(C(=O)c1cccs1)c1ccccn1	2.7%	-0.2%	-13.3%	-0.7%	-6.9%	-0.9%	-5.9%	.	?	-3.9%	-5.5%
COc1ccc(OC)c(NC(=O)Cc2nn(C)c(=O)c3ccccc23)c1	-1.0%	-1.3%	20.4%	-0.4%	-29.5%	-3.4%	-4.3%	-6.8%	-7.3%	2.9%	0.2%
CCOC(=O)N1CCN(C(=O)CSc2ccc(Cl)cc2)CC1	3.3%	-1.1%[9.22 µM]	5.2%	0.8%	2.5%	0.4%	-2.3%	7.5%	8.9%	0.0%	-3.8%
COc1ccc2[nH]c(=S)[nH]c2c1	2.7%	2.3%[1.84 µM]	-4.0%	1.0%	-4.3%	-0.9%	-0.6%	-2.8%	?	-0.4%	-3.9%
COc1cc(OC)c(C2C(C(=O)O)c3ccccc3C(=O)N2C)cc1OC (configuration not stated)	1.2%	-1.5%	4.2%	1.0%	-2.2%	-1.0%	0.0%	-3.1%	4.4%	2.3%	-6.3%
CC(=O)Nc1ccc(SCC(=O)N(CCC#N)c2ccc(C)cc2)cc1	-1.7%	-2.7%	3.3%	-1.1%	4.4%	1.4%	0.9%	3.1%	?	0.0%	-3.1%
O=C(Cn1cnc2c(cnn2-c2ccc(Cl)cc2)c1=O)NC1CCCCC1	10.4%	0.4%	-3.8%	1.0%	1.8%	0.0%	-0.8%	.	6.1%	.	-5.8%
O=C(NCc1ccco1)c1ccccc1NS(=O)(=O)c1ccc2c(c1)OCCO2	-0.3%	1.6%	-11.5%	-1.0%	9.6%	2.1%	-0.8%	-1.4%	31.6µM*	-3.2%	0.2%
CC(=O)Nc1ccc(NC(=O)N2CCCCC2)cc1	-2.6%	0.9%	0.4%	0.3%	5.5%	-2.1%	-2.1%	-4.6%	-25.7%	-1.2%	-5.7%
CCCc1[nH]nc2c1C(C1CCCCC1)C(C#N)=C(N)O2 (configuration not stated)	8.0%	-0.3%	2.3%	1.9%	?	-2.0%	-3.3%	.	8.5%	.	-2.1%
O=C(Nc1ccc(Cl)c(C(F)(F)F)c1)N1CCCC(O)C1 (configuration not stated)	-2.5%	-4.2%	?	-0.6%	-8.0%	-2.1%	-0.7%	2.7%	2.7%	1.2%	1.9%
Cc1cccc(N(CC(N)=O)C2SC(=O)N(c3ccccc3)C2=O)c1 (configuration not stated)	-1.8%	5.1%	-5.2%	-0.3%	?	-4.3%	-1.7%	-5.3%	4.7%	-0.1%	-0.7%
Cc1cc(C)nc(N2CCCC(C(=O)NCCc3ccccc3F)C2)n1 (configuration not stated)	0.7%	-0.5%	7.2%	0.9%	0.8%	-5.7%	-6.0%	5.9%	8.9%	-1.6%	-7.3%
COc1cccc(Cn2c(=O)c(-c3cccs3)nc3cnc(Nc4cccc(OC)c4)nc32)c1	7.1%	10µM*	?	0.1%	-15.2%	?	7.94µM*	157.5%[activator]	-0.9%	-0.3%[9.22 µM]	0.1%
COc1ccc(-c2nnn(CC(=O)OC3CCCCC3)n2)cc1OC	-1.1%	.	?	-3.0%	-1.9%	-0.4%	6.5%	10.3%	15.5%	-2.9%	0.5%
Cc1ccc(Cl)cc1-n1c(=O)cc(N2CCN(C(=O)c3ccco3)CC2)[nH]c1=O	6.5%	3.0%	?	1.2%	5.3%	-1.1%	-4.5%	-3.1%	?	0.1%	-3.5%
Cc1ccccc1Cn1cnc2c(nnn2Cc2ccc(F)cc2)c1=O	6.3%	0.1%	9.6%	0.1%	-4.6%	-0.4%	-10.7%	6.4%	0.8%	1.0%	-1.9%
CCCC(c1nnnn1C(C)(C)CC)N(Cc1ccco1)Cc1cc2ccc(OC)cc2[nH]c1=O (configuration not stated)	-2.1%	-1.9%	?	-2.2%	-26.3%	0.3%	-16.0%	-26.5%	?	2.6%	-1.9%
COc1nc(N)nc(NC23CC4CC(CC(C4)C2)C3)n1	-2.6%	-1.3%	23.4%	-1.0%	-5.7%	-1.8%	-1.6%	7.3%	?	0.1%	1.0%
COC(=O)c1ccccc1NC(=O)c1sc(N)nc1C	-1.0%	0.7%[0.369 µM]	15.8µM*	-1.8%	11.8%	-0.2%	-4.3%	4.1%	0.8%	2.2%	-7.7%
CCS(=O)(=O)Nc1ccc(C(=O)OC)cc1	-8.9%	1.1%	-0.4%	0.4%	0.8%	-1.3%	-0.1%	-7.1%	-26.1%	1.7%	0.0%
COc1ccc2c(c1)C(NC(C)=O)C(=O)N2C (configuration not stated)	10.7%	-1.1%[1.84 µM]	-2.3%	0.0%	4.4%	0.7%	0.0%	-0.3%	-12.0%	2.6%	0.8%
Cc1nn(-c2ccccc2)c(C)c1C(=O)OCC(=O)N1CCN(S(=O)(=O)c2ccccc2)CC1	2.6%	0.7%	5.7%	-0.4%	-4.9%	-1.9%	2.6%	30.7%[activator]	6.1%	-2.1%	2.6%
COC(=O)Cn1c(CN2CCC(Cc3ccccc3)CC2)nc2c1c(=O)n(C)c(=O)n2C	-5.7%	-0.6%[1.84 µM]	-10.4%	-1.4%	-3.0%	-0.1%	-2.1%	22.9%	-5.4%	0.0%	-10.9%
Cc1cccc(OCC(O)Cn2c(-n3nc(C)cc3C)nc3c2c(=O)[nH]c(=O)n3C)c1 (configuration not stated)	5.0%	2.2%	?	-1.0%	3.5%	-1.1%	-2.9%	14.8%	-0.1%	0.0%	3.7%
CC1CCC(C(=O)NC(C(=O)NCCN2CCC(C)CC2)C(C)C)CC1 (configuration not stated)	0.0%	-0.1%	?	-1.9%	10.5%	-4.4%	-1.6%	-2.1%	6.3%	1.2%	-5.2%
O=C(NC(Cc1ccccc1)C(=O)O)OCc1ccccc1 (configuration not stated)	-9.1%[9.17 µM]	-1.2%[0.0738 µM]	?	-0.3%	0.3%[11.4 µM]	-2.3%	-2.5%[11 µM]	0.4%[7.66 µM]	-0.4%[11.4 µM]	-1.5%	7.4%[11.4 µM]
Cc1cc(N=Cc2cc(Br)ccc2O)no1	9.1%[9.17 µM]	-0.6%[0.0738 µM]	?	-0.9%	-0.2%[11.4 µM]	-2.1%	-5.3%[11 µM]	-8.3%[7.66 µM]	4.3%[11.4 µM]	0.0%	-5.8%[11.4 µM]
c1cncc(-c2ccc3ncnc(NCCN4CCOCC4)c3c2)c1	6.2%	1.7%	?	1.0%	19.1%	3.5%	-3.2%	6.6%	-6.9%	1.0%[9.22 µM]	-4.1%
CC(C)NC(=O)C1CCN(C(=O)N(C)C)CC1	-5.9%	2.1%[57.5 µM]	-1.5%	0.0%	6.6%	-1.7%	-3.0%	-4.0%	-3.9%	4.3%	-2.9%
CCOC(=O)c1c(NC(=O)CSc2nnc(-c3ccco3)o2)sc(C(C)=O)c1C	-5.5%	-0.9%	?	1.4%	-9.0%	6.0%	-2.6%	51.8%[activator]	2.9%	-3.2%	-8.4%
COc1cc2c(cc1OC)CN(C(=O)CSc1nnc3scc(-c4ccccc4)n13)CC2	6.5%	0.1%	?	0.0%	-20.6%	0.0%	-2.3%	.	-15.8%	-2.3%	-5.9%
